ATXN2 expr inh = Primary qHTS for Inhibitors of ATXN expression; HEK-293 ATXN2-luciferase reporter, luminescence, 24 h; Potency, µM (titrated, usually from 57 µM), for inactives: top-dose activity change, negative = inhibition, actives largely listed as inhibitors; 360,000 compounds, 0.72% hits; note: potency is the fitted concentration of half-maximal effect; % is set by controls: 0 for no effect and ±100 for the full control effect; nearly all actives have a fitted effect of over 55% in size
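ATXN2-luciferase reporter cells (luciferase flanked by upstream and downstream ATXN2 gene portions) were treated 24 h at 37 °C with compounds at up to 57 uM. SteadyGlo luminescence gave expression; GF-AFC fluorescence gave viability.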
HepG2 tox = qHTS for Inhibitors of TGF-b: Cytotox Counterscreen | HepG2 CAGA-GFP viability, ATP luminescence, 18 h | 410,000 compounds, 0.76% hits | Potency, µM (highest dose often 46.1 µM), without a hit: at the highest dose activity change, negative = cytotoxicity, usual class: cytotoxic; note: potency is the fitted concentration of half-maximal effect; some results filed as inactive show a strong effect at the top dose
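CellTiter-Glo luminescence gave cytotoxicity after 18 hours at 37 degrees C. The cells were HepG2 CAGA-GFP in 1% FBS DMEM, stimulated with 500 pg/mL TGF-beta after compound addition. %Activity was normalised to no-cell wells (complete cell-killing) and DMSO (no toxicity), and curves were fitted and classified.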
Nrf2 activator = qHTS of Nrf2 Activators | AREc32 ARE-luciferase reporter (MCF7-derived line), luminescence, 24 h | Potency, µM (doses to about 46.1 µM), for inactives: top-dose activation, actives largely listed as activators | 410,000 compounds, 0.31% hits | AID 624171, 2012; note: potency is the fitted concentration of half-maximal effect; % of control where 0% means no effect; nearly all actives have a fitted effect of over 65% in size
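AREc32_Fluc, 1000 cells/well, OPTI-MEM + 5% FBS, o/n 37 deg C 5% CO2; 23 nL cpd by pin tool, 24 hr; Steady-Glo 30 min RT, luminescence.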
IL-2 act = qHTS of IL-2 Activators. IL-2 activation reporter assay, cell-based qHTS; stimulated with anti-CD3/CD4/CD28 beads; in transgenic mouse T cells. activation, % (series mostly up to about 46 µM). 360,000 compounds, 0.065% hits. AID 652025, 2013; in the data active = activation above about 50%; inconclusive = mostly about 30% to 49%; note: 0% is about no effect
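First, unstimulated transgenic mouse T cells were exposed to compound for 60 min. Next, anti-CD3/anti-CD4-coated beads with anti-CD28 were added. Finally, after 18 h at 37 degrees C, EGFP and DsRed were imaged.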
A549 tox = Nrf2 qHTS screen for inhibitors: counterscreen for cytotoxicity; 390,000 compounds, 0.16% hits; Potency, µM (titrated, usually from 46 µM), inactives show at the highest dose activity change, negative = cytotoxicity, actives largely listed as inhibitors; A549 ARE-Fluc cells, CellTiter-Fluor viability, 18-24 h; note: potency is the fitted concentration of half-maximal effect; % is set by controls: 0 for no effect and ±100 for the full control effect
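A549 ARE-Fluc cells in 5% FBS OPTI-MEM, 5000 cells/well, rested 2 h then exposed to compounds in concentration-response for 18-24 h at 37 °C. Viability by CellTiter-Fluor fluorescence (Ex 405/Em 525) after 30 min; luciferase luminescence (BugLite, 15 min, RT) read afterwards.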
TGFb inhibitor = qHTS for Inhibitors of TGF-b; HepG2 CAGA-GFP TGF-b/SMAD3 reporter, GFP fluorescence, 18 h; TGF-beta stimulated, 500 pg/mL final; 410,000 compounds, 1.2% hits; Potency, µM (top dose mostly 46.1 µM), without a hit: at the highest dose activity, negative = inhibition, actives largely listed as inhibitors; note: potency is the fitted concentration of half-maximal effect; % is set by controls: 0 for no effect and ±100 for the full control effect; nearly all actives have a fitted effect of over 65% in size
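Per well, imaged GFP fluorescence of HEPG2 CAGA-GFP cells gives the signal; cells get compound, then TGF-beta (500 pg/mL final), 18 h at 37 degrees C; %Activity versus -TGF-beta and +DMSO controls.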
Nrf2 inh = Nrf2 qHTS screen for inhibitors; A549 ARE-Fluc reporter, luciferase luminescence, 18-24 h; Potency, µM (top dose mostly 46 µM), inactives show at the highest dose activity change, negative = inhibition, usual class: inhibitors; 360,000 compounds, 2.1% hits; AID 504444, 2011; note: potency is the fitted concentration of half-maximal effect; % is set by controls: 0 for no effect and ±100 for the full control effect; nearly all actives have a fitted effect of over 60% in size
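Concentration-response testing used A549 ARE_Fluc cells at 5000 cells/well. Following an 18-24 h compound incubation, viability was read by fluorescence (Ex 405/Em 525) and luciferase output by luminescence.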
ATXN viability = Viability Counterscreen for Primary qHTS for Inhibitors of ATXN expression; S2 cells (HEK-293 line with an ATXN2-luciferase reporter) viability, CellTiter-Fluor protease fluorescence, 24 h; Potency, µM (titrated, usually from 56.7 µM), most hits filed as cytotoxic; 400,000 compounds, 0.49% hits; note: potency is the fitted concentration of half-maximal effect; nearly all actives have a fitted effect of over 40% in size
EPAC2 agonist = qHTS for Agonist of cAMP-regulated guanine nucleotide exchange factor 4 (EPAC2): primary screen; 360,000 compounds, 0.079% hits; Potency, µM (highest dose often 154 µM), without a hit: at the top dose activation, usual class: activators; Rap guanine nucleotide exchange factor 4 (Homo sapiens), Q8WZA2; EPAC2 activation, biochemical qHTS; response scale: 100% = 6.5 mM cAMP response; note: potency is the fitted concentration of half-maximal effect; nearly all actives have a fitted effect of over 50% in size
Target sequence (Q8WZA2 whole entry, looked up): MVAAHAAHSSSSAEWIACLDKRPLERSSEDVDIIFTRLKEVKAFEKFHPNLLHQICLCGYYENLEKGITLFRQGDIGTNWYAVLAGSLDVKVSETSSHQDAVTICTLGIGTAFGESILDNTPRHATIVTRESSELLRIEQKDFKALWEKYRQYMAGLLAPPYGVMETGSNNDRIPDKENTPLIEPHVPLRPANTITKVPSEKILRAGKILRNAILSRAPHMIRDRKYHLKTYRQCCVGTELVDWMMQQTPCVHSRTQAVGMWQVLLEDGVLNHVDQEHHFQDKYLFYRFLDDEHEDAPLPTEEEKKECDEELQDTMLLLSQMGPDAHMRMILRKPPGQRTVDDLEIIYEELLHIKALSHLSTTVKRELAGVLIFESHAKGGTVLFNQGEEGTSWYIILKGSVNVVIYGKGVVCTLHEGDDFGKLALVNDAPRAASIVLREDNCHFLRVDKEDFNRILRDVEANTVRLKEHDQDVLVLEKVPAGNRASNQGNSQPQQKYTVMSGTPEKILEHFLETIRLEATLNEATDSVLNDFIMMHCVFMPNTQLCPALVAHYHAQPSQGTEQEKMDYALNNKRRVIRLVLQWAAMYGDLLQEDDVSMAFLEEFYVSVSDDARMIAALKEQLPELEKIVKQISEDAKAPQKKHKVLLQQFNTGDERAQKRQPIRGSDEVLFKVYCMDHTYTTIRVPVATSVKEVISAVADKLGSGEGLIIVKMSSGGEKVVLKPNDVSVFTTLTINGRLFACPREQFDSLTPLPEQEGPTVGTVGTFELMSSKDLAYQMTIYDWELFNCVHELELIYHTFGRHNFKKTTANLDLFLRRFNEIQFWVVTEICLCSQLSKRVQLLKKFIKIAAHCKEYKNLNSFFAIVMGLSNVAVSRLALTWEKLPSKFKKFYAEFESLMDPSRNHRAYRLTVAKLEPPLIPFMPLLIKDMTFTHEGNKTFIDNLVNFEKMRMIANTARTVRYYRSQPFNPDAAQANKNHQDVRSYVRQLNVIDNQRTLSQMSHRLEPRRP
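Setup: EPAC2 100 nM, labeled Rap1B complex 250 nM, free GDP 50 uM. Compound titrations pinned in, brief spin, 5 min room temperature incubation. Kinetic fluorescence read over 30 min, normalized to 6.5 mM cAMP.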
The depositor's hits bear a star; [ ] = another dose, or the depositor's remark. Unless noted, calls come from the whole dose curve; as a rule, active = well fitted curve in the direction sought with a large enough effect; inconclusive = small, poorly fitted or top-dose-only effect, or another doubt; inactive = no such curve, though single readings can be large; an effect the other way counts as inactive or inconclusive.

What do the screens show for `Cc1c(C(=O)N(Cc2cccc(Br)c2)C2CCS(=O)(=O)C2)oc2ccccc12` (stereo not drawn)?
ATXN2 expr inh: -32.8%; HepG2 tox: -3.1%; Nrf2 activator: 2.4%; IL-2 act: -3.9; A549 tox: -20.0%; TGFb inhibitor: inconclusive; Nrf2 inh: -11.5%; ATXN viability: inconclusive; EPAC2 agonist: 5.9%

Results for C=CCOc1c(Br)cc(/C=C(\C#N)C(N)=O)cc1OC ?
ATXN2 expr inh: 6.9%; HepG2 tox: -0.3%; Nrf2 activator: -0.4%; IL-2 act: -5.1; A549 tox: -3.9%; TGFb inhibitor: 4.4%; Nrf2 inh: 4.2%; ATXN viability: inactive; EPAC2 agonist: 0.9%

How did Cc1cc(Nc2c(C)cccc2C)n2nc(C)nc2n1 do in these assays?
ATXN2 expr inh: -2.9%; HepG2 tox: 8.1%; Nrf2 activator: -1.2%; IL-2 act: -3.0; A549 tox: -0.4%; TGFb inhibitor: 5.6%; Nrf2 inh: -8.5%; ATXN viability: inactive; EPAC2 agonist: 10.2%

Results for O=C(NCc1csc(-c2cccs2)n1)Nc1ccc(F)cc1F ?
HepG2 tox: -8.8%; Nrf2 activator: 6.4%; IL-2 act: 0.7; A549 tox: inconclusive; TGFb inhibitor: inconclusive; Nrf2 inh: 19.7%; ATXN viability: inactive; EPAC2 agonist: 3.1%

What do the screens show for `CCOc1cccc(C(=O)NC(=S)Nc2cccc(C)c2)c1`?
ATXN2 expr inh: 46.9%[activator]; HepG2 tox: -51.0%; Nrf2 activator: 4.9%; IL-2 act: 1.1; A549 tox: 20.5%; TGFb inhibitor: inconclusive; Nrf2 inh: 21.2%; ATXN viability: inactive; EPAC2 agonist: 2.6%

Results for CCOc1ccc(CCNC(=O)Cn2cccc2C(=O)c2ccccc2C)cc1OCC ?
ATXN2 expr inh: -7.7%; HepG2 tox: -0.5%; Nrf2 activator: 0.4%; IL-2 act: -3.5; A549 tox: -9.1%; TGFb inhibitor: -13.6%; Nrf2 inh: -10.4%; ATXN viability: inconclusive; EPAC2 agonist: 2.9%

Results for Cc1ccc(CNC(=O)C2CCC(CNc3c(N4CCOCC4)c(=O)c3=O)CC2)cc1 (stereo not drawn) ?
ATXN2 expr inh: 5.8%; HepG2 tox: -2.5%; Nrf2 activator: 0.3%; IL-2 act: 2.3; A549 tox: -2.9%; TGFb inhibitor: -2.9%; Nrf2 inh: 11.6%; ATXN viability: inactive; EPAC2 agonist: -3.5%

What do the screens show for `COc1ccccc1CNC(=O)CCS(=O)(=O)Cc1ccc(C)cc1`?
ATXN2 expr inh: -0.2%; HepG2 tox: -2.6%; Nrf2 activator: 0.0%; IL-2 act: -4.5; A549 tox: -0.7%; TGFb inhibitor: 1.4%; Nrf2 inh: inconclusive; ATXN viability: inactive; EPAC2 agonist: -0.3%

What do the screens show for `O=C(Nc1ccc(Cl)cc1)c1ccc(S(=O)(=O)N2CCOCC2)cc1`?
ATXN2 expr inh: -9.3%; HepG2 tox: -4.3%; Nrf2 activator: 4.0%; IL-2 act: -0.6; A549 tox: -1.9%; TGFb inhibitor: -8.5%; Nrf2 inh: -18.6%; ATXN viability: inactive; EPAC2 agonist: 2.8%

What do the screens show for `COc1c(Cl)cc(Cl)cc1CNCCSc1nnnn1C`?
ATXN2 expr inh: 5.0%; HepG2 tox: -9.1%; Nrf2 activator: 1.2%; A549 tox: 10.0%; TGFb inhibitor: -3.6%; Nrf2 inh: 21.0%; ATXN viability: inactive

What do the screens show for `Cc1ccc2c(c1)CCCN2C(=O)c1ccoc1C`?
ATXN2 expr inh: -23.5%; HepG2 tox: -2.5%; Nrf2 activator: -0.1%; IL-2 act: -0.4; A549 tox: 6.8%; TGFb inhibitor: 17.6%; ATXN viability: inactive; EPAC2 agonist: 1.0%

How did CC1(C)C2CCC1(CS(=O)(=O)Nc1ccc(S(=O)(=O)N3CCCC3)cc1)C(=O)C2 (stereo not drawn) do in these assays?
ATXN2 expr inh: -4.1%; HepG2 tox: -2.8%; Nrf2 activator: -0.1%; IL-2 act: 0.8; A549 tox: -0.3%; TGFb inhibitor: inconclusive; Nrf2 inh: 3.2%; ATXN viability: inactive; EPAC2 agonist: 3.7%

How did O=C(NCc1ccccc1)c1ncn(Cc2ccccc2)c1C(=O)NCc1ccccc1 do in these assays?
ATXN2 expr inh: 6.4%; HepG2 tox: -0.3%; Nrf2 activator: 0.0%; IL-2 act: -1.7; A549 tox: 10.5%; TGFb inhibitor: -20.4%; Nrf2 inh: 7.2%; ATXN viability: inactive; EPAC2 agonist: 7.7%

Results for CCc1cc(=O)oc2c(C)c(OCC(=O)NCCCn3ccnc3)ccc12 ?
ATXN2 expr inh: -2.9%; HepG2 tox: -2.7%; Nrf2 activator: -0.7%; IL-2 act: -2.1; A549 tox: 0.9%; TGFb inhibitor: 10.1%; Nrf2 inh: -20.4%; ATXN viability: inactive; EPAC2 agonist: 1.8%

Results for O=C(Nc1ccc(F)cc1)NC1CCCc2ccccc21 (stereo not drawn) ?
ATXN2 expr inh: 5.0%; HepG2 tox: -1.6%; Nrf2 activator: 2.1%; IL-2 act: 0.6; A549 tox: 3.0%; TGFb inhibitor: -12.7%; Nrf2 inh: -9.9%; ATXN viability: inactive; EPAC2 agonist: 14.7%

Results for CC1CN(c2ccc(NC(=O)c3ccco3)cc2C(=O)O)CC(C)O1 (stereo not drawn) ?
ATXN2 expr inh: 9.1%; HepG2 tox: 0.6%; Nrf2 activator: -0.1%; IL-2 act: 0.3; A549 tox: -9.7%; TGFb inhibitor: 3.7%; Nrf2 inh: -10.4%; ATXN viability: inconclusive; EPAC2 agonist: 7.1%

How did CCN1CCN(Cc2c(O)ccc3c(C)c(-c4ccc(OC)cc4)c(=O)oc23)CC1 do in these assays?
ATXN2 expr inh: -1.9%; HepG2 tox: -11.1%; Nrf2 activator: -0.1%; A549 tox: 0.0%; TGFb inhibitor: inconclusive

Results for Cc1ccc(NC(=O)COC(=O)c2cc(Cl)cc(Cl)c2)c(Br)c1 ?
ATXN2 expr inh: 2.6%; HepG2 tox: -8.2%; Nrf2 activator: 2.1%; IL-2 act: 0.3; A549 tox: 3.4%; TGFb inhibitor: -7.3%; Nrf2 inh: 15.6%; ATXN viability: inactive; EPAC2 agonist: 18.0%

How did Cc1ccccc1N(C(=O)c1snc(C(N)=O)c1N)C(C(=O)NCC1CCCO1)c1ccc(F)cc1 (stereo not drawn) do in these assays?
ATXN2 expr inh: -15.0%; HepG2 tox: -7.5%; Nrf2 activator: -0.4%; IL-2 act: 1.2; A549 tox: -5.3%; TGFb inhibitor: 1.1%; Nrf2 inh: -8.1%; EPAC2 agonist: 5.0%

Results for Cc1ccc2nc(-c3cccc(NC(=O)c4ccc(Br)o4)c3)oc2c1 ?
ATXN2 expr inh: 24.8%; HepG2 tox: 1.0%; Nrf2 activator: 6.7%; A549 tox: -0.6%; TGFb inhibitor: 1.5%; Nrf2 inh: 14.5%; ATXN viability: inactive

What do the screens show for `O=C(CSCc1ccc(Cl)cc1)Nc1ccc(Br)cc1C(=O)O`?
ATXN2 expr inh: 0.4%; HepG2 tox: -6.2%; Nrf2 activator: -0.1%; IL-2 act: -0.5; A549 tox: 1.1%; TGFb inhibitor: 0.0%; Nrf2 inh: 0.2%; ATXN viability: inactive; EPAC2 agonist: 4.9%

How did CCOc1ccccc1NC(=O)c1ccc2c(c1)C(=O)N(CC(C)C)C2=O do in these assays?
ATXN2 expr inh: -2.1%; HepG2 tox: -2.7%; Nrf2 activator: 2.6%; IL-2 act: 4.1; A549 tox: -1.3%; TGFb inhibitor: -12.3%; Nrf2 inh: -4.3%; ATXN viability: inactive; EPAC2 agonist: 5.6%

Results for Cc1ccc(CNC(=O)CCCn2nc(C)n3c(cc4sccc43)c2=O)cc1 ?
HepG2 tox: 8.6%; Nrf2 activator: -0.9%; A549 tox: 5.9%; TGFb inhibitor: -17.5%; Nrf2 inh: -4.4%

Results for CCOC(=O)N1CCN(C2=C(NS(=O)(=O)c3ccc(C)cc3)C(=O)c3ccccc3C2=O)CC1 ?
HepG2 tox: -97.8%; Nrf2 activator: -4.1%; IL-2 act: 0.9; A549 tox: 2.4%; TGFb inhibitor: 22.4µM*; Nrf2 inh: -3.5%; ATXN viability: 31.6µM*; EPAC2 agonist: 24.1%

What do the screens show for `CC(CNS(=O)(=O)c1ccccc1)Sc1nncn1C` (stereo not drawn)?
ATXN2 expr inh: 2.6%; HepG2 tox: 7.3%; Nrf2 activator: -1.0%; IL-2 act: -0.5; A549 tox: -1.2%; TGFb inhibitor: 23.0%; Nrf2 inh: -9.0%; ATXN viability: inactive; EPAC2 agonist: 2.0%

Results for Nc1nc(Nc2ccccc2F)nc(NCc2ccccc2)c1[N+](=O)[O-] ?
HepG2 tox: -27.6%; Nrf2 activator: 6.3%; IL-2 act: 0.6; A549 tox: 8.3%; TGFb inhibitor: -29.8%; Nrf2 inh: inconclusive; ATXN viability: inactive; EPAC2 agonist: 9.3%

How did Cc1cc(OCCCC(=O)NNC(=O)c2ccncc2)ccc1Cl do in these assays?
ATXN2 expr inh: -14.8%; HepG2 tox: -0.1%; Nrf2 activator: -0.7%; IL-2 act: -4.1; A549 tox: 10.4%; TGFb inhibitor: 5.8%; Nrf2 inh: 8.0%; ATXN viability: inactive; EPAC2 agonist: 9.1%
